MCF10A rerep: A quantitative high throughput screen for small molecules that induce DNA re-replication in MCF 10a normal breast cells | MCF 10A DNA re-replication, Hoechst nuclear intensity, 48 h | Potency, µM (doses to about 46.1 µM), for inactives: at the top dose activity, positive = re-replication, usual class: activators | actives 2.9% (n = 350,000) | AID 624296, 2012; further: potency means the concentration at half of the fitted maximal effect; % of control where 0% means no effect; nearly all actives have a fitted effect of over 50% in size
A549 viability: Nrf2 qHTS screen for inhibitors: counterscreen for cytotoxicity; A549 ARE-Fluc cells, CellTiter-Fluor viability, 18-24 h; Potency, µM (titrated, usually from 46 µM), for inactives: at the highest dose activity change, negative = cytotoxicity, usual class: inhibitors; actives 0.16% (n = 390,000); further: potency means the concentration at half of the fitted maximal effect; on the % scale 0 is the no-effect control and ±100 the full control effect
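A549 ARE-Fluc cells in 5% FBS OPTI-MEM, 5000 cells/well, rested 2 h then exposed to compounds in concentration-response for 18-24 h at 37 °C. Viability by CellTiter-Fluor fluorescence (Ex 405/Em 525) after 30 min; luciferase luminescence (BugLite, 15 min, RT) read afterwards.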
HepG2 tox: qHTS for Inhibitors of TGF-b: Cytotox Counterscreen; actives 0.76% (n = 410,000); HepG2 CAGA-GFP viability, ATP luminescence, 18 h; Potency, µM (doses to about 46.1 µM), for inactives: at the top dose activity change, negative = cytotoxicity, hits mostly cytotoxic; AID 588856, 2011; further: potency means the concentration at half of the fitted maximal effect; some results filed as inactive show a strong effect at the top dose
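CellTiter-Glo luminescence gave cytotoxicity after 18 hours at 37 degrees C. The cells were HepG2 CAGA-GFP in 1% FBS DMEM, stimulated with 500 pg/mL TGF-beta after compound addition. %Activity was normalised to no-cell wells (complete cell-killing) and DMSO (no toxicity), and curves were fitted and classified.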
TGFb inhibitor: qHTS for Inhibitors of TGF-b; HepG2 CAGA-GFP TGF-b/SMAD3 reporter, GFP fluorescence, 18 h; TGF-beta stimulated, 500 pg/mL final; Potency, µM (titrated, usually from 46.1 µM), for the others: at the top dose activity, negative = inhibition, actives largely listed as inhibitors; actives 1.2% (n = 410,000); further: potency means the concentration at half of the fitted maximal effect; on the % scale 0 is the no-effect control and ±100 the full control effect; nearly all actives have a fitted effect of over 65% in size
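Smad-responsive CAGA-GFP expression was quantified in HEPG2 cells exposed to compounds and 500 pg/mL final TGF-beta for 18 h at 37 degrees C; unstimulated wells defined full inhibition.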
S2 tox: Viability Counterscreen for Primary qHTS for Inhibitors of ATXN expression. S2 cells (HEK-293 line with an ATXN2-luciferase reporter) viability, CellTiter-Fluor protease fluorescence, 24 h. Potency, µM (highest dose often 56.7 µM), most hits filed as cytotoxic. actives 0.49% (n = 400,000); further: potency means the concentration at half of the fitted maximal effect; nearly all actives have a fitted effect of over 40% in size
ATXN2 expr inh: Primary qHTS for Inhibitors of ATXN expression | HEK-293 ATXN2-luciferase reporter, luminescence, 24 h | Potency, µM (top dose mostly 57 µM), for inactives: at the highest dose activity change, negative = inhibition, hits mostly inhibitors | actives 0.72% (n = 360,000); further: potency means the concentration at half of the fitted maximal effect; on the % scale 0 is the no-effect control and ±100 the full control effect; nearly all actives have a fitted effect of over 55% in size
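qHTS (up to 57 uM final) was run with 24 h compound exposure of reporter cells at 37 °C. Each well was multiplexed: SteadyGlo luminescence measured ATXN2-luciferase expression after a fluorogenic Gly-Phe-AFC viability readout (25 uM final).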
Nrf2 inh: Nrf2 qHTS screen for inhibitors. A549 ARE-Fluc reporter, luciferase luminescence, 18-24 h. actives 2.1% (n = 360,000). AID 504444, 2011. Potency, µM (top dose mostly 46 µM), for the others: at the top dose activity change, negative = inhibition, actives largely listed as inhibitors; further: potency means the concentration at half of the fitted maximal effect; on the % scale 0 is the no-effect control and ±100 the full control effect; nearly all actives have a fitted effect of over 60% in size
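Two sequential reads on A549 ARE_Fluc cells exposed to compound for 18-24 h: a CellTiter-Fluor fluorescence read for viability, then a luciferase luminescence read for Nrf2/ARE activity.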
IL-1B inflam inh: qHTS for Inhibitors of Inflammasome Signaling: IL-1-beta AlphaLISA Primary Screen. activity change, % at 57.5 µM. actives 4.7% (n = 360,000). THP-1 LPS/ATP IL-1B secretion, AlphaLISA, 16 h; active compounds read low; in the data active means activity change below about -50%; inconclusive means mostly about -30% to -49%; further: on the % scale 0 is the no-effect control and ±100 the full control effect
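THP-1 cells pretreated 1 hr with compounds (up to 57.5 uM final), then stimulated with LPS (250 ng/mL final) plus ATP (1.25 mM final); secreted IL-1B measured by AlphaLISA after 16 hr, decreased signal indicating inhibition.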
Nrf2 activator: qHTS of Nrf2 Activators. AREc32 ARE-luciferase reporter (MCF7-derived line), luminescence, 24 h. Potency, µM (top dose mostly 46.1 µM), without a hit: top-dose activation, usual class: activators. actives 0.31% (n = 410,000). AID 624171, 2012; further: potency means the concentration at half of the fitted maximal effect; % of control where 0% means no effect; nearly all actives have a fitted effect of over 65% in size
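ARE-driven firefly luciferase activity in AREc32 cells measured after a 24 hr compound exposure at 37 deg C, using Steady-Glo reagent and a 30 min room-temperature hold.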
Numbers without * were called inactive; i = inactive; ? = inconclusive; . = not tested or not shown; & = joins results of further samples; [ ] = another dose, or the depositor's remark. Unless noted, the call rests on the fitted dose curve; in most records, active means well fitted curve in the direction sought with a large enough effect; inconclusive means small, poorly fitted or top-dose-only effect, or another doubt; inactive means no such curve, though single readings can be large; an effect the other way counts as inactive or inconclusive.

The line under a structure holds: Nrf2 inh | HepG2 tox | A549 viability | ATXN2 expr inh | Nrf2 activator | S2 tox | TGFb inhibitor | MCF10A rerep | IL-1B inflam inh
Cc1ccc(CNC(=O)C2CCN(C(=O)Nc3ccccc3)CC2)cc1
→ -20% | -4% | -4% | 1% | 0.2% | i | 4% | -4% | 2
COC(=O)C1CCN(c2ccc([N+](=O)[O-])cc2)CC1
→ 11% | -2% | -18% | -1% | 0.0%[9.22 µM] | i | 4% | -13% | 15
COc1ccc2c(c1)CC/C(=C/c1ccncc1)C2=O
→ -30% | -27% | 2% | -11% | 22µM* | i | -25% | ? | -105*
C=CCNC(=O)Cn1nnc(-c2ccc(-c3ccc(OC)cc3)cc2)n1
→ -11% | -77% | 0% | -11% | 4.3% | i | -15% | -2% | -28
N#Cc1nc(-c2cccc(Cl)c2)oc1N1CCC(C(N)=O)CC1
→ -1% | -21% | -5% | -3% | 6.2% | i | ? | -23% | -21
Cc1cccc(Nc2nc3c(c(=O)n(C)c(=O)n3C)n2CC(O)CO)c1 (stereo unspecified)
→ -13% | -30% | -4% | 4% | 4.8% | i | -2% | 0% | 64
Cc1ccc(C2CCN(C(=O)Nc3ccc(C)c(C)c3)C2)cc1 (stereo unspecified)
→ . | -36% | 2% | . | 3.8% | . | ? | . | .
CCOc1ccc(-n2cc(-c3ccc(OC)c(OC)c3)[nH]c2=S)cc1
→ -13% | -1% | 1% | -3% | 3.9% | i | 0% | 4% | -10
CCOc1ccc(/C=N/n2c(C)nc3ccccc3c2=O)cc1
→ 3% | 8% | 6% | -9% | -1.1% | i | 1% | -13% | 0
CCCOc1ccc(N2C(=O)CC(SCCN)C2=O)cc1 (stereo unspecified)
→ ? | 0% | -1% | -22% | -0.7% | i | -8% | -187%[0.0737 µM] | -17
O=C(Nc1ccc([N+](=O)[O-])cc1Cl)c1cc(Cl)cc(Cl)c1O
→ ? | -50% | -16% | . | . | . | ? | . | .
O=C(Nc1nccs1)c1ccc(S(=O)(=O)NCc2cccs2)cc1
→ -29% | 10µM* | 0% | 17% | 3.4% | i | ? | ? | -76*
N#Cc1ccccc1OCC(=O)OCC(=O)c1ccc[nH]1
→ 16% | 12% | 1% | . | 0.1% | i | 15% | 1% | 15
COc1ccc(CNC(=O)c2cc3c(=O)n(C)c4ccccc4c3n2C)c(OC)c1
→ 3% | -1% | -2% | 10% | -0.9% | i | 5% | . | .
C=CCn1c(NCc2ccccc2O)nc2ccccc21
→ -15% | -5% | -7% | 10% | 5.6% | i | 2% | 17% | -13
C/C(=N\Nc1ccc([N+](=O)[O-])cc1[N+](=O)[O-])c1ccc(-n2nncc2C(C)(C)C)cc1
→ ? | -26% | -21% | 0% | 3.7% | i | -18% | -11% | -12
O=C(Nc1ncccc1O)c1ccc2c(c1)OCO2
→ ? | -3% | 1% | 6% | ? | i | 5% | 2% | 27
CN(c1ccc(OCc2ccc([N+](=O)[O-])cc2)cc1)S(=O)(=O)c1ccccc1
→ ? | -16% | -14% | 0% | 0.3% | i | -24% | ? | -2
CCC1(C)Cc2ccccc2C(=O)N1 (stereo unspecified)
→ 14% | -7% | 9% | . | 1.1% | i | -9% | 1% | -6
Cc1nn(C)cc1CNC(=O)CCC(=O)O
→ ? | -7% | 0% | 3% | -0.6% | i | -22% | -8% | -3
CS(=O)c1ccccc1COC(=O)Nc1ccccc1 (stereo unspecified)
→ ? | -5% | 1% | 7% | -0.2% | i | -1% | 12% | -6
Cc1ccc(Cn2c(C)c3cnn(CC(=O)NCc4ccccn4)c(=O)c3c2C)cc1
→ -6% | 1% | -2% | -26% | 0.2% | i | 4% | 2% | 30
O=S(=O)(Nc1ccncc1)c1ccc(Cl)c(Cl)c1
→ -9% | 1% | 2% | 17% | 4.6% | i | 2% | ? | 4
CCOC(=O)c1ccc(NS(=O)(=O)c2ccc3c(c2)CCCN3C(C)=O)cc1
→ ? | -21% | -16% | -5% | -0.2% | i | -5% | 10% | 45
Cc1ccc(-n2nc3cc(C)c(NC(=O)COc4ccccc4)cc3n2)cc1
→ . | -8% | -6% | 24% | 0.5% | i | -1% | . | .
O=C(CC1(O)C(=O)N(Cc2ccccc2)c2ccccc21)c1ccc2c(c1)OCO2 (stereo unspecified)
→ -5% | -34% | 0% | 1% | -0.3% | ? | -9% | -1% | 13
Cn1nc(CC(=O)NCc2cccc3ccccc23)c2ccccc2c1=O
→ . | 5% | 7% | -22% | 1.8% | i | 3% | 9% | 27
Clc1ccccc1N=Nc1ccccn1
→ 5% | 8% | 2% | 0% | 21% | ? | 19% | -3% | 2
CCOC(=O)N1CCN(C(=O)C(C)SCc2ccccc2)CC1 (stereo unspecified)
→ -18% | 1% | -3% | -11% | 0.4% | ? | 20% | 8% | 17
c1ccc2c(Oc3ccc4c(c3)OCO4)nncc2c1
→ ? | 0% | -21% | -13% | 0.0% | ? | -9% | 2% | 24
CN(C)Cc1c(O)ccc2occ(C(=O)c3ccc(F)cc3)c12
→ 13% | -1% | 0% | -2% | 2.6% | i | -6% | 2% | -54*
CN(C(=O)C=Cc1ccco1)c1ccccc1
→ 8% | -55% | -4% | 1% | 21% | i | -5% | 0% | -5
N#Cc1ccc(C(=O)Nc2cccc3ncccc23)c(F)c1
→ -13% | 6% | 5% | -5% | 0.6% | i | -19% | 1% | -6
COc1ccc(NC(=O)Nc2cccc(C)n2)c(OC)c1
→ -19%&0% | 0%&-10% | 0%&2% | 15%&11% | 0.2%&2.2% | i | 0%&-4% | 6% | ?
CCCc1cc(=O)n2[nH]c(NCc3c(F)cccc3Cl)nc2n1
→ 3% | 7%&-14% | 6%&1% | 2%&-12% | -0.2%&0.7% | i | 31%&-9%[activator] | 2% | 6
COCCn1c(-c2cc(OC)c(OC)c(OC)c2)nc2oc3cc(OC)ccc3c(=O)c2c1=O
→ -28% | -14% | -1% | . | 0.8% | i | -1% | 0% | 12
COc1ccc(CCC(=O)Nc2ccc(N3CCOCC3)c(S(=O)(=O)Nc3ccc(OC)cc3)c2)cc1
→ ? | -2% | 0% | . | 2.2% | i | 0% | 1% | 0
COc1cccc(CNC(=O)CCc2nnc3ccc(NCCCN4CCCC4=O)nn23)c1
→ -2% | -4% | -1% | 8% | 0.2% | i | 8% | -1% | -4
COc1cccc(OC)c1C(=O)n1nc(C)cc1C
→ -7% | 5% | 14% | 2% | 0.0% | i | -6% | 7% | 36
CC(C)CC(=O)NC(=S)N1CCCCCC1
→ 10% | -21% | -6% | -20% | 0.0% | i | -22% | -13% | 1
CCCCOC(=O)C1=C(C)NC2(O)c3ccccc3C(=O)C12O (stereo unspecified)
→ -18% | 10% | 0% | -5% | 2.6% | i | -2% | -2% | 1
CCc1ccc(OC(C)C(=O)N(Cc2ccco2)C2CCS(=O)(=O)C2)cc1 (stereo unspecified)
→ 19% | -6% | 1% | -14% | -0.4% | i | 2% | 7% | 11
CCN(CC)C(=O)c1sc2c(c1C)c(=O)n(CCc1ccccc1)c(=O)n2Cc1ccc(C)cc1
→ . | -33% | -14% | ? | 3.4% | ? | ? | . | .
CC(C)C[C@H](NC(=O)c1nc[nH]c1C(=O)NC1CCN(C(=O)OC(C)(C)C)CC1)C(=O)OC(C)(C)C
→ ? | -77% | -7% | ? | 0.6% | ? | ? | 13µM* | -4
C=CC1C(OC2OC(CO)C(O)C(O)C2O)OC=C(C(=O)OC)C1CC1CC(=O)CC(CC(=O)CCc2ccc(O)cc2)O1 (stereo unspecified)
→ 12% | -22% | 2% | 6% | -0.8% | i | -24% | 0% | -9
COC(=O)C1CCC(C)(C(=O)Nc2ccccc2)C1(C)C (stereo unspecified)
→ -47% | -3% | -1% | -12% | -0.7% | i | -6% | 6% | 20

An excerpt from above in order of molar mass, ascending:
The line under a structure holds: Nrf2 inh | HepG2 tox | A549 viability | ATXN2 expr inh | Nrf2 activator | S2 tox | TGFb inhibitor | MCF10A rerep | IL-1B inflam inh
COc1ccc2c(c1)CC/C(=C/c1ccncc1)C2=O
→ -30% | -27% | 2% | -11% | 22µM* | i | -25% | ? | -105*
O=S(=O)(Nc1ccncc1)c1ccc(Cl)c(Cl)c1
→ -9% | 1% | 2% | 17% | 4.6% | i | 2% | ? | 4
CN(C)Cc1c(O)ccc2occ(C(=O)c3ccc(F)cc3)c12
→ 13% | -1% | 0% | -2% | 2.6% | i | -6% | 2% | -54*
N#Cc1nc(-c2cccc(Cl)c2)oc1N1CCC(C(N)=O)CC1
→ -1% | -21% | -5% | -3% | 6.2% | i | ? | -23% | -21
O=C(Nc1ccc([N+](=O)[O-])cc1Cl)c1cc(Cl)cc(Cl)c1O
→ ? | -50% | -16% | . | . | . | ? | . | .
CN(c1ccc(OCc2ccc([N+](=O)[O-])cc2)cc1)S(=O)(=O)c1ccccc1
→ ? | -16% | -14% | 0% | 0.3% | i | -24% | ? | -2
Cc1ccc(Cn2c(C)c3cnn(CC(=O)NCc4ccccn4)c(=O)c3c2C)cc1
→ -6% | 1% | -2% | -26% | 0.2% | i | 4% | 2% | 30

Screens deposited in PubChem by National Center for Advancing Translational Sciences (NCATS).
